Assay outcomes deposited in PubChem BioAssay by several laboratories.
XIAP antagonists = XIAP antagonists, biochemical, IAP family, fluorescence polarization (AID 1018). XIAP BIR domain, fluorescence polarization peptide displacement; higher % means a stronger effect. one-dose displacement, % at 20 µM; IC50 in µM for titrated hits. 200,000 compounds, 0.007% hits; in the data active = displacement above about 50%; note: a part of the inactive calls stands beside numbers as strong as those of hits
West Nile virus CPE = West Nile virus antiviral activity, cell-based, CPE readout (AID 1621); West Nile virus-infected cells, CPE inhibition; higher % means a stronger effect; CPE inhibition, % at 10 µM; hits with a dose series show IC50 in µM; 290,000 compounds, 0.02% hits; in the data active = a potency from the dose series; note: strong numbers were not always called active
Yfh1-off respiration = mitochondrial function rescue without frataxin homolog – Friedreich's ataxia, plus single-dose screen, dose response (AID 1465); S. cerevisiae Yfh1-off respiration, WST-1 reduction, 72 h; higher fold induction means a stronger effect; fold induction at 50 µM, or EC50 in µM where a hit was titrated; 220,000 compounds, 0.074% hits;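 active = fold induction of absorbance versus untreated yeast above a set limit, then at least 30% activation at any dose in follow-up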;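 note: activators that raise dye reduction in frataxin-depleted yeast; strong numbers were not always called active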
CSM14.1 death rescue = protection against thapsigargin-triggered cell killing – 384-well, CSM14.1, ATP luminescence, primary screen (AID 1222) | cellular ATP content (survival), % at 20 µM, or EC50 in µM where a hit was titrated | CSM14.1 thapsigargin-induced death rescue, ATP luminescence; higher % means a stronger effect | 190,000 tested, under 10 active;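 active = EC50 below 50 µM in the dose-response confirmation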;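 note: death triggered by thapsigargin at about 15 µM added after 2 h compound pretreatment; cell ATP read after overnight thapsigargin exposure of roughly 18 to 22 hours; normalized against plate controls of thapsigargin alone and 5% DMSO vehicle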
Salmonella PhoP GFP = inhibitors of PhoP regulon expression, primary screen, Salmonella Typhimurium, GFP reporter (AID 1863); S. Typhimurium PhoP-regulated promoter GFP reporter, 4 h; higher % means a stronger effect; inhibition, % at 50 µM, or IC50 in µM where a hit was titrated; 300,000 compounds, 0.16% hits;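 active = inhibition over 29.93%, a cutoff 3 SD above the screen mean, later confirmed by dose response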;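 note: 0% = low Mg2+ inducing control and 100% = high Mg2+ repressing control; strong numbers were not always called active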
M1AAP inhibition = P. falciparum M1AAP inhibitors, biochemical, fluorogenic H-Leu-NHMec substrate, 1536-well (AID 1445); 220,000 compounds, 0.42% hits; recombinant M1AAP, H-Leu-NHMec fluorogenic kinetic assay; higher % means a stronger effect; inhibition, % at 30 µM, or IC50 in µM where a hit was titrated;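 active = primary inhibition above the hit cutoff, then over 50% inhibition at one or more dose response concentrations, cut at about 23% in these data, passing the limit was not always enough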;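 note: plate controls were DMSO full reaction for no effect and no enzyme background for full effect; strong numbers were not always called active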
P. falciparum M17LAP = P. falciparum M17LAP inhibitors, primary screen, biochemical, fluorogenic H-Leu-NHMec substrate, 1536-well (AID 1619) | one-dose inhibition, % at 30 µM; IC50 in µM for titrated hits | recombinant M17LAP, H-Leu-NHMec fluorogenic kinetic assay; higher % means a stronger effect | 220,000 compounds, 0.38% hits;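 active = compound inhibiting the enzyme by more than half at any dose during confirmatory dose-response retesting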;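 note: plate controls were full reaction with DMSO carrier for no effect and no enzyme background for full effect; strong numbers were not always called active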
SIAH1 antagonists = Siah-1 peptide-binding antagonists, primary screen, biochemical, fluorescence polarization, rhodamine-plectin, uHTS (AID 1817); one-dose displacement, % at 20 µM; IC50 in µM for titrated hits; Siah-1 / rhodamine-plectin peptide fluorescence polarization; higher % means a stronger effect; 290,000 compounds, 0.02% hits;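 active = displacement of at least 50% at 20 µM, with a fluorescence ratio check between 0.3 and a set limit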;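 note: plate controls were Siah plus tracer with DMSO for no effect and tracer alone without Siah for full effect; strong numbers were not always called active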
PMI inhibition = MPI inhibition at elevated mannose 6-phosphate – biochemical, fluorescence intensity, high mannose 6-phosphate, primary screen (AID 1220). recombinant PMI enzyme, coupled fluorescence intensity; higher % means a stronger effect. one-dose inhibition, % at 20 µM; IC50 in µM for titrated hits. 190,000 compounds, 0.66% hits; in the data active = inhibition above about 50%
* = called active by the depositor; i = inactive; · = no result given; & = joins results of further samples.

SMILES	XIAP antagonists	West Nile virus CPE	Yfh1-off respiration	CSM14.1 death rescue	Salmonella PhoP GFP	M1AAP inhibition	P. falciparum M17LAP	SIAH1 antagonists	PMI inhibition
O=[N+]([O-])c1ccc(COc2ccc(-c3[nH]ncc3-c3ccccc3)c(O)c2)cc1	-6.3%	0.2%	i	-2.2%	12%	-10%	-2%	1%	2%
CCCC(=O)C1=C(O)C(C(=O)OC)C(C)(C)CC1=NCCCCCC(=O)O (stereo unspecified)	·	0.2%	i	·	-7%	-2%	8%	-1%	·
CC1(C)Cc2c(C#N)c(SCCC#N)nc(N3CCOCC3)c2CS1	-0.9%	1.5%	i	-1.7%	-5%	15%	3%	3%	22%
COc1ccc(C(=O)NCCC2=CCCCC2)cc1	-3.0%	-0.6%	i	-6.8%	-7%	5%	-8%	-1%	14%
O=C(CS(=O)(=O)c1ccccc1)Nc1ccc(Br)cn1	-11%	0.2%	i	-1.3%	5%	-1%	6%	1%	5%
CC(=O)Nc1ccc(-c2cc(N)n(-c3ccccc3)n2)cc1	·	0.1%	i	·	3%	11%	-6%	44%	·
CCCCCCc1cc2cc(C(=O)Nc3ccccc3OC)c(=O)oc2cc1O	-7.0%	-1.1%	i	1.3%	-7%	4%	-7%	1%	-6%
CCOc1ccc(/C=N/NC(=O)CN2CCCCCCC2)cc1	-9.5%	1.3%	i	-1.3%	5%	-1%	5%	0%	-15%
CCN(CC)S(=O)(=O)c1cc([N+](=O)[O-])ccc1NNC(=O)Nc1ccc(F)cc1	-2.2%	-1.1%	i	5.4%	8%	9%	6%	3%	1%
O=C(NC(=S)Nc1ccccc1O)c1ccc(Cl)cc1Cl	-3.7%	-0.2%	i	-2.7%	-5%	1%	8%	-1%	15%
CSCCC(NC(=O)c1ccccc1Br)C(=O)NCC1CCCCC1 (stereo unspecified)	-5.5%	-0.5%	i	-5.0%	-1%	-3%	38%	1%	1%
Cc1ccc2nc(-c3cccs3)oc(=O)c2c1	-4.0%	-0.2%	i	4.1%	3%	12%	20%	4%	-8%
COCCN1C(=O)C(=O)/C(=C(/O)c2ccc3c(c2)OCCO3)C1c1ccc(C(=O)OC)cc1 (stereo unspecified)	-4.0%	1.3%	i	-1.7%	9%	10%	9%	1%	0%
Nc1ccccc1C(=O)NCc1ccc(F)cc1	-13%	0.2%	i	-0.9%	-4%	3%	5%	-7%	-17%
CC1(C)CC(=O)C2=C(C1)NC(SCC(=O)Nc1ccccc1)=C(C#N)C21CCCCC1	-4.5%	-0.2%	i	1.5%	0%	-2%	-5%	-2%	11%
CC(=O)c1ccc(NC(=O)c2c(C)nn(-c3ccccc3)c2Cl)cc1	-3.0%	0.1%	i	1.9%	2%	-2%	-2%	-1%	13%
CCC(C)n1c(SCc2ccccc2)nc2ccsc2c1=O (stereo unspecified)	1.2%	-1.1%	i	0.7%	4%	5%	-1%	-1%	11%
CC1CC2=C(NC(=S)NC2c2ccc(F)cc2)/C(=C/c2ccc(F)cc2)C1 (stereo unspecified)	-2.0%	-0.5%	i	-1.2%	11%	17%	20%	1%	-71%
Cc1noc(C)c1CSCC(=O)Nc1nc2ccc(Oc3ccccc3)cc2s1	-2.9%	-0.4%	i	0.7%	-7%	5%	2%	1%	5%
NNC(=O)c1cc2ccccc2cc1O	-1.5%	2.6%	i	-2.0%	47%	12%	9%	0%	3%
CCOc1cc(C)c(Cl)cc1S(=O)(=O)NCc1ccc2c(c1)OCO2	-11%	-0.4%	i	-5.2%	-4%	6%	-3%	-2%	7%
Cc1ccccc1NC(=S)Nc1ccccn1	·	-1.4%	i	·	-4%	0%	-1%	-3%	·
COc1cc2c(cc1NC(=O)COC(=O)[C@@H](NS(=O)(=O)c1cccc(Cl)c1)C(C)C)oc1ccccc12	-1.4%	-0.8%	i	-0.9%	-2%	-5%	12%	3%	5%
CCCNC(=O)c1nc(C)n(-c2ccc([N+](=O)[O-])cc2)n1	-3.3%	-0.7%	i	0.3%	-3%	7%	-2%	4%	6%
COCCNC(=O)c1ccc(C2SCC(=O)N2Cc2ccco2)cc1 (stereo unspecified)	-7.2%	0.1%	i	-0.4%	·	·	·	-1%	-7%
Cn1c(=O)n(C)c2cc(S(=O)(=O)O)ccc21	-7.6%	0.2%	i	-1.8%	6%	-1%	-4%	2%	-8%
O=C(NCCSCc1ccccc1)c1cc(S(=O)(=O)N2CCOCC2)ccc1F	1.3%	·	·	-3.4%	-8%	3%	6%	-1%	-2%
N#Cc1nc(Cc2ccccc2)oc1NCc1ccccc1	-8.7%	-1.2%	i	-2.1%	3%	7%	-5%	0%	11%
COc1cccc(N2C(=O)Nc3ccccc3C2(O)C(=O)NCc2ccc3c(c2)OCO3)c1 (stereo unspecified)	0.8%	-0.3%	i	-2.3%	-5%	19%	17%	1%	14%
S=C(Nc1ccccc1)c1ccccn1	-5.2%	0.2%	i	1.5%	1%&3%	3%&3%	12%&8%	0%&7%	0%

Part of the list above, bar-delimited.
compound | XIAP antagonists | West Nile virus CPE | Yfh1-off respiration | CSM14.1 death rescue | Salmonella PhoP GFP | M1AAP inhibition | P. falciparum M17LAP | SIAH1 antagonists | PMI inhibition
COc1cc2c(cc1NC(=O)COC(=O)[C@@H](NS(=O)(=O)c1cccc(Cl)c1)C(C)C)oc1ccccc12 | -1.4% | -0.8% | i | -0.9% | -2% | -5% | 12% | 3% | 5%
CCCNC(=O)c1nc(C)n(-c2ccc([N+](=O)[O-])cc2)n1 | -3.3% | -0.7% | i | 0.3% | -3% | 7% | -2% | 4% | 6%
COCCNC(=O)c1ccc(C2SCC(=O)N2Cc2ccco2)cc1 (stereo unspecified) | -7.2% | 0.1% | i | -0.4% | · | · | · | -1% | -7%
Cn1c(=O)n(C)c2cc(S(=O)(=O)O)ccc21 | -7.6% | 0.2% | i | -1.8% | 6% | -1% | -4% | 2% | -8%
O=C(NCCSCc1ccccc1)c1cc(S(=O)(=O)N2CCOCC2)ccc1F | 1.3% | · | · | -3.4% | -8% | 3% | 6% | -1% | -2%
N#Cc1nc(Cc2ccccc2)oc1NCc1ccccc1 | -8.7% | -1.2% | i | -2.1% | 3% | 7% | -5% | 0% | 11%
COc1cccc(N2C(=O)Nc3ccccc3C2(O)C(=O)NCc2ccc3c(c2)OCO3)c1 (stereo unspecified) | 0.8% | -0.3% | i | -2.3% | -5% | 19% | 17% | 1% | 14%
S=C(Nc1ccccc1)c1ccccn1 | -5.2% | 0.2% | i | 1.5% | 1%&3% | 3%&3% | 12%&8% | 0%&7% | 0%

Further structures follow.
SMILES	XIAP antagonists	West Nile virus CPE	Yfh1-off respiration	CSM14.1 death rescue	Salmonella PhoP GFP	M1AAP inhibition	P. falciparum M17LAP	SIAH1 antagonists	PMI inhibition
O=C(CCCn1c(SCc2cc(=O)n3cc(Cl)ccc3n2)nc2ccccc2c1=O)NCC1CCCO1 (stereo unspecified)	·	-0.1%	i	·	0%	7%	24%	7%	·
Cc1nc2ncnn2c(C)c1Cc1ccc(Cl)cc1F	-11%	·	·	-1.9%	6%	-2%	-3%	0%	-5%
O=C(CSCc1nc2ccccc2[nH]1)Nc1ccccc1	-3.2%	-0.3%	i	0.3%	19%	5%	2%	3%	1%
O=C(COC(=O)c1ccc(F)cc1)Nc1ccc(Cl)cn1	·	0.3%	i	·	-10%	3%	-2%	3%	·
O=C1CN(C(=O)/C=C/c2ccc(Cl)cc2)c2ccccc2N1	-2.7%	-1.5%	i	3.9%	9%	4%	3%	-5%	7%
COC(=O)c1ccc(CSc2nnc3n(Cc4ccccc4OC)c(=O)c4ccccc4n23)o1	-2.6%	0.1%	i	-2.0%	-1%	8%	13%	-2%	10%
COC(=O)c1ccccc1S(=O)(=O)Nc1ccc(OC)nc1	-3.8%	·	·	-0.7%	-6%	7%	0%	1%	-10%
CC(C)C(=O)Nc1ccc(NC(=O)c2cccs2)cn1	-1.7%	1.5%	i	-0.3%	1%	6%	-5%	0%	7%
COc1cc(NC(=O)Cn2c(C)cc3ccccc3c2=O)cc(OC)c1OC	-1.3%	-0.7%	i	0.1%	-3%	5%	-7%	-1%	13%
CC1NC(=O)NC1CCCCCC(=O)NCCc1ccccc1 (stereo unspecified)	-3.2%	-0.2%	i	-1.9%	-3%	-5%	18%	0%	13%
O=C(Nc1cccc([N+](=O)[O-])c1)c1ccn[nH]1	0.0%	0.3%	i	-0.9%	4%	2%	10%	-1%	12%
COc1cc(CNCCc2ccccc2)ccc1OCc1ccc(Cl)nc1	1.5%	·	·	-4.4%	15%	0%	0%	2%	5%
O=C1c2ccccc2C(=O)N1CCCCN(C(=O)c1cc2ccccc2oc1=O)c1ccc(F)cc1F	-5.6%	-1.4%	i	-3.9%	-2%	-4%	2%	-1%	2%
COc1ccc2[nH]cc(/C=C(/C#N)S(=O)(=O)c3ccccc3)c2c1	-26%	-0.2%	i	-0.9%	-56%	3%	3%	2%	5%
COCCCn1cnnc1SCc1nc2sc(C(C)=O)c(C)c2c(=O)[nH]1	·	0.3%	i	·	-7%	9%	-6%	13%	·
CCOCCCNS(=O)(=O)c1ccc(Br)cc1	-5.0%	0.7%	i	2.2%	2%	-1%	5%	1%	13%
Cc1ccc(-n2cc(CNCCN3CCOC3=O)c(-c3ccc(F)cc3)n2)cc1	-4.5%	-1.9%	i	-2.4%	-2%	1%	1%	0%	10%
O=c1c2ccccc2nc(-c2ccoc2)n1CCc1ccccc1	2.5%	1.2%	i	·	-3%	9%	-3%	2%	14%
CCCC(=O)Nc1ccc2c(c1)nc(CCNC(=O)c1ccco1)n2C	·	-0.1%	i	·	-2%	-2%	2%	0%	·
C1CC(CN2CCOCC2)CN(Cc2nc(CC3CC3)no2)C1 (stereo unspecified)	-2.3%	-0.2%	i	2.3%	1%	2%	-4%	12%	-5%
CCOC(=O)Cn1cc(Cl)c(=O)c(Cl)c1	·	1.0%	i	·	-1%	6%	-6%	4%	·
O=C(CC1CC2CCC1C2)NCc1cccs1 (stereo unspecified)	-5.7%	-0.7%	i	-3.6%	-7%	8%	-2%	3%	5%
COc1ccc(CNC(=O)c2ccc(Br)o2)cc1	-7.7%	-0.4%	i	-4.7%	4%	0%	8%	-3%	0%
COc1ccccc1N(CC(=O)NCC1CCCO1)C(=O)CCC(=O)Nc1nccs1 (stereo unspecified)	-12%	0.2%	i	3.8%	-1%	-1%	-3%	24%	5%
O=C(NNC(=S)Nc1cccc(C(F)(F)F)c1)c1ccc(Cl)cc1Cl	-5.6%	-0.4%	i	-2.7%	-6%	-19%	-7%	-5%	-18%
O=C(NC1CCCC1)C(c1ccncc1)N(Cc1ccco1)C(=O)c1ccc(-c2ccccc2)[nH]1 (stereo unspecified)	-0.5%	-1.4%	i	-0.8%	-12%	7%	5%	-1%	-1%
Cc1ccc(S(=O)(=O)/N=C(\N)Nc2nc(C)c3ccc(C)cc3n2)cc1	-3.1%	·	i	-3.2%	1%	-1%	1%	5%	10%
